Tb PYK inh – T. brucei pyruvate kinase inhibition | Q57TT1 | TbPYK enzyme, Kinase-Glo Plus ATP luminescence, 45 min | Potency, µM (top dose mostly 76.8 µM), inactives show at the top dose activity, negative = inhibition, hits mostly inhibitors | 0.12% of 410,000 active | AID 624173; note: nearly all actives have a fitted effect of over 50% in size
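Activity of T. brucei pyruvate kinase was followed by Kinase-Glo Plus luminescence after the enzyme reacted 45 min at room temperature with 130 uM ADP (final) and substrate. Test compounds were added before ADP at multiple concentrations.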
LmPK inh – LmPK (Leishmania mexicana) enzyme inhibition; 0.37% of 290,000 active; purified LmPK, Kinase-Glo ATP luminescence, 1 h; Potency, µM (highest dose often 57.5 µM), inactives show at the highest dose activity change, negative = inhibition, most hits filed as inhibitors; AID 1721
Target sequence (Q27686 whole entry, looked up): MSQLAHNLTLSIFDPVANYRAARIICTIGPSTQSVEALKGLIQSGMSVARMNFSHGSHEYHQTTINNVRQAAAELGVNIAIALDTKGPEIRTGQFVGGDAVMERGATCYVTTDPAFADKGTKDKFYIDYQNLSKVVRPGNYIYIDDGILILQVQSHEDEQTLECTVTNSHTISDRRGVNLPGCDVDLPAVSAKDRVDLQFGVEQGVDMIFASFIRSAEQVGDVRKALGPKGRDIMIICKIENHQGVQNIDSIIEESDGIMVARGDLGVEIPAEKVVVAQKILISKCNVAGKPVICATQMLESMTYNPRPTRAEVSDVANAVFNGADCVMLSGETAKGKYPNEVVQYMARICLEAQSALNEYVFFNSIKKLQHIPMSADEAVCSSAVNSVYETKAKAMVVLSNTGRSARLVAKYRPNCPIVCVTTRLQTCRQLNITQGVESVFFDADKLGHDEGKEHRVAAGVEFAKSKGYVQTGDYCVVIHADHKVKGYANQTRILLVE
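Pyruvate kinase activity monitored as ATP production (luciferase luminescence). Conditions: 0.1 nM enzyme, 0.5 mM PEP, 0.1 mM ADP, 1 h, RT; normalized against uninhibited and no-enzyme wells.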
Pf growth 96h – inhibits malaria parasite growth, 96 h; Potency, µM (doses to about 28.7 µM), inactives show top-dose activity change, negative = inhibition, actives largely listed as inhibitors; P. falciparum luciferase reporter growth, 96 h; AID 504834; 6.9% of 320,000 active
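P. falciparum expressing integrated firefly luciferase, in erythrocytes at 2% hematocrit, 0.05% parasitemia, incubated with compounds 96 h at 37 C, 5% CO2. Growth inhibition read as loss of luminescence; two-generation exposure targets delayed-death apicoplast inhibitors.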
Sm TGR block – S. mansoni TGR enzyme inhibition; purified TGR, DTNB reduction, TNB absorbance 405 nm; Potency, µM (top dose mostly 114 µM), inactives show at the top dose activity change, negative = inhibition, hits mostly inhibitors; 3% of 360,000 active; AID 485364; note: nearly all actives have a fitted effect of over 60% in size
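Kinetic colorimetric format: TGR-catalysed, NADPH-driven DTNB reduction monitored via TNB absorbance. Enzyme dispensed at 20 nM; compound exposure 15 min at room temperature before reaction start.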
HCV inh – blocks hepatitis C virus. Huh7.5.1 HCVcc-Cre infection, luciferase reporter, 44 h. Potency, µM (series often up to 41.8 µM), without a hit: at the highest dose activity change, negative = inhibition, actives largely listed as inhibitors. 3.4% of 340,000 active
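Antiviral activity was scored by luciferase reporter output from cells infected with HCVcc-Cre (~0.5 moi) in presence of compound, 44 h infection period, cells seeded 1,000/well 4 h prior.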
Pf growth 48h – P. falciparum growth inhibition at 48 hours (one generation); P. falciparum luciferase growth in erythrocytes, 48 h; Potency, µM (titrated, usually from 28.7 µM), for the others: top-dose activity change, negative = inhibition, actives largely listed as inhibitors; 5.9% of 310,000 active; AID 504832
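A one-generation exposure of luciferase-tagged malaria parasites in RPMI 1640/Albumax erythrocyte culture, 37 C and 5% CO2. Inhibition is inferred from decreased luminescence after adding detection reagent.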
An asterisk follows results filed as active; ? = inconclusive; . = no result given; & = joins results of further samples; [ ] = dose if it differs, or a comment. Calls come from the whole dose curve; as a rule, active = well fitted curve in the direction sought with a large enough effect; inconclusive = small, poorly fitted or top-dose-only effect, or another doubt; inactive = no such curve, though single readings can be large; an effect the other way counts as inactive or inconclusive. % is set by controls: 0 for no effect and ±100 for the full control effect; potency is the fitted concentration of half-maximal effect.

Molecule,Pf growth 96h,Sm TGR block,HCV inh,LmPK inh,Tb PYK inh,Pf growth 48h
CCCNC(=O)CCn1c(=S)oc2ccccc21,16%,8%,5%,0%,-27%,-2%
CC(C)C(NS(=O)(=O)c1ccc2c(c1)oc(=O)n2C)C(=O)N1CCN(C2CCCCC2)CC1 (centres undefined),-17%,-7%,10%,8%,1%,.
N#Cc1nc(COc2ccccc2F)oc1NCc1ccc(F)cc1,12%,25µM*,-15%,7%,-5%,.
O=C(CSc1nc2cc([N+](=O)[O-])ccc2n1-c1ccccc1)NCc1ccc2c(c1)OCO2,10µM*,-20%,?,7%,4%,-22%
CCc1ccccc1NC(=S)NNC(=O)c1ccccc1Cl,31%[activator],-6%,7%,-6%,-2%,43%[activator]
CCCCCSc1nc2c(c(=O)[nH]c(=O)n2C)n1C,17%,-2%,20%,3%,-1%,.
O=C(CSc1nnc(NC(=O)c2ccc(F)cc2)s1)NC1CCCC1,-13%,1%,1%,-6%,-4%,34%[activator]
COC(CNC(=O)C1CCN(S(=O)(=O)c2cccc3nsnc23)CC1)OC,17%,3%,23%,0%,11%,7%
COC(=O)C1=C(C(=O)OC)[C@@H]2N(Cc3ccccc3)c3ccccc3[C@@]23C[C@@H](C(=O)OC)N(C(=O)C2CCC2)C3=N1,.,.,16%,1%[11.5 µM],2%,.
Cc1ccc(OCC(=O)N/N=C/C=C/c2ccco2)cc1C,81%[activator],50µM*,11%,-2%,7%,6%
CC(C)Cn1cnc2c(N)nc3ccccc3c21,?,3%,2%,5%,-6%&-2%,1%&-5%
Cc1ccccc1N1C(=O)c2ccccc2N2C(=O)c3ccccc3C12 (centres undefined),.,5%,-3%,7%,-2%,?
O=C(CSc1ncccc1C(=O)O)Nc1ccc2c(c1)OCCO2,55%[activator],1%,12%,-4%,12%,34%[activator]
CN1CCN(CCCCOc2ccccc2-c2ccccc2)CC1,6%,.,?,1%,-11%,?
C=CCOc1ccccc1/C=C/C(=O)O,83%[activator],11%,-9%,-4%,-14%,23%
O=c1[nH]c(=S)[nH]cc1S(=O)(=O)c1cccc(Cl)c1,?,-28%,21%,-5%,-9%,31%[activator]
CC1=C(c2ccc(Cl)cc2)[N+](=O)C(C)(C)N1[O-],24%,20µM*,-3%,-2%,-9%,14%
CC(C)C(OC(=O)CN1C(=O)COc2ccccc21)C(=O)NC1CCCC1 (centres undefined),120%[activator],2%,-9%,-13%,-3%,16%
COCCOC(=O)C1=C(C)NC(C)=C(C(=O)OC/C=C/c2ccccc2)C1c1cccc([N+](=O)[O-])c1 (centres undefined),8.5µM*,.,.,.,-9%,11µM*
O=C(CSc1nc2[nH]c(=O)cc(O)c2s1)Nc1ccc(Cl)c(C(F)(F)F)c1,-18%,8%,23%,.,1%,-12%
Cc1ccc(C(c2sc3nc(C)nn3c2O)N2CCOCC2)cc1 (centres undefined),.,4%,-4%,-3%,0%,3%
CCC(=O)NC(NC(=S)Nc1cccc2cccnc12)C(Cl)(Cl)Cl (centres undefined),20%,-7%,?,2%,-6%,0%
COCC(=O)Nc1cc(OC)c(Cl)cc1OC,0%,4%,?,4%,-1%,14%
O=C(CSc1nnc(NC(=O)C2CC(=O)N(c3ccccc3)C2)s1)NCc1ccco1 (centres undefined),?,45µM*,-1%,-8%,5%,-2%
Cc1cc(Cl)c(OCCCSc2nc(C)cc(=O)[nH]2)c(Br)c1,?,1%,-9%,1%,-2%,.
CN(CC(=O)Nc1ccc(Cl)c(C(F)(F)F)c1)C(=O)CNC(=O)C1CCCCC1,41%[activator],-28%,-8%,.,2%,40%[activator]
CCc1ccc(NC(=O)CN(c2ccc(OC)cc2)S(=O)(=O)c2c(C)[nH]c(=O)[nH]c2=O)cc1,22%,-3%&6%,15%,9%,1%&11%,1%
C=CCn1c(O)c(C(C)=NCCc2c[nH]c3ccccc23)c(=O)[nH]c1=O,-15%,-1%,16%,1%,3%,-6%
CCCCNc1c(-c2cccc(-c3ccc(OC)cc3)c2)nc2ccc(C)cn12,3.7µM*,0%,?,.,0%,3.3µM*
COC(=O)Cc1c[nH]c2cccc(OCC(O)CN(Cc3ccccc3)C(C)C)c12 (centres undefined),?,-13%,?,2%,2%,?
COc1ccc(S(=O)(=O)N2CCC(C(N)=O)(N3CCCCC3)CC2)cc1OC,-1%,0%,20%,0%,0%,4%
O=C(OC(C(=O)NC1CCCCC1)c1ccc(C(F)(F)F)cc1)c1ccco1 (centres undefined),?,-6%,4%,.,-9%,?
Cc1ccc(NC(=O)CCc2nc(-c3cccs3)no2)c(Br)c1,-1%,1%,-10%,0%,-5%,16%
O=C(C1CCCC1)N1CCN(S(=O)(=O)c2ccc(F)cc2)CC1,17%,4%,17%,2%,1%,0%
NS(=O)(=O)c1cnccc1Nc1ccc(Cl)cc1,-16%,-19%,18%,-2%,-1%,10%
O=C1[C@@H]2[C@H](Cc3ccc(O)cc3)N[C@]3(C(=O)Nc4ccccc43)[C@@H]2C(=O)N1c1ccc(F)cc1,.,-6%,.,7%,.,0%

Structures from the list above that contain a furan ring, fused or not (three):
Molecule,Pf growth 96h,Sm TGR block,HCV inh,LmPK inh,Tb PYK inh,Pf growth 48h
Cc1ccc(OCC(=O)N/N=C/C=C/c2ccco2)cc1C,81%[activator],50µM*,11%,-2%,7%,6%
O=C(CSc1nnc(NC(=O)C2CC(=O)N(c3ccccc3)C2)s1)NCc1ccco1 (centres undefined),?,45µM*,-1%,-8%,5%,-2%
O=C(OC(C(=O)NC1CCCCC1)c1ccc(C(F)(F)F)cc1)c1ccco1 (centres undefined),?,-6%,4%,.,-9%,?

(more compounds)
Molecule,Pf growth 96h,Sm TGR block,HCV inh,LmPK inh,Tb PYK inh,Pf growth 48h
Cc1cccc2c1N(CCOc1ccc(C(C)(C)C)cc1)C(=O)C2=O,23%,-12%,?,-3%,2%,10µM*
c1ccc(-c2nc(NCC3CCCO3)c3ccccc3n2)nc1 (centres undefined),-3%,8%,?,-3%,.,?
C/C=C/COc1nc2c(c(=O)n(C)c(=O)n2C)n1C,7%,0%,-16%,6%,?,3%
O=C(NCCC(c1ccccc1)c1ccccc1)c1cnccn1,104%[activator],2%,10%,3%,-9%,-25%
COc1ccc(C)cc1N(CC(=O)N1CCCC1)S(=O)(=O)c1ccccc1,?,-5%,7%,1%,0%,-18%
CC12CN3CCN(CC(C3)/C1=N/NC(N)=O)C2,56%[activator],24%,13%,-4%,-1%,?
CCOC(=O)c1sc(NC(=O)c2ccc(Cl)s2)cc1C,?,5%,?,5%,1%,?
COCCCn1c(C(C)C)nc2oc3cc(OC)ccc3c(=O)c2c1=O,?,0%,9%,-1%,4%,22%
CCCCC(CC(O)COCCC)c1n[nH]c(=S)n1-c1ccccc1 (centres undefined),20%,0%,7%,?,11µM*,8%
CCC(C)c1ccc(S(=O)(=O)N2CCN(S(=O)(=O)c3ccc(NC(C)=O)cc3)CC2)cc1 (centres undefined),?,0%,4%,-3%,1%,-8%
CCOC(=O)c1sc(NC(=O)C(CC)Sc2nnc3c4ccccc4n(C(C)C)c3n2)nc1C (centres undefined),?,8%,12%,1%,2%,.
O=C1CC(C(=O)N(CC2CCCO2)C(C(=O)NC2CCCCC2)c2ccncc2)CS1 (centres undefined),150%[activator],-27%,-18%,0%,0%,-3%

The closing two records of the section above open the next one:
Molecule,Pf growth 96h,Sm TGR block,HCV inh,LmPK inh,Tb PYK inh,Pf growth 48h
CCOC(=O)c1sc(NC(=O)C(CC)Sc2nnc3c4ccccc4n(C(C)C)c3n2)nc1C (centres undefined),?,8%,12%,1%,2%,.
O=C1CC(C(=O)N(CC2CCCO2)C(C(=O)NC2CCCCC2)c2ccncc2)CS1 (centres undefined),150%[activator],-27%,-18%,0%,0%,-3%
CC(C)N(C(=O)COC(=O)c1cncc(Br)c1)C(C)C,26%,-4%,14%,2%,-9%,5%
C#CCN1C(=O)C2(OCCO2)c2ccccc21,?,-8%,4%,-3%,0%,-7%
Cc1ccc(/C=C/C(=O)Nc2cc(=O)n(C)c(=O)n2C)o1,-1%,7.9µM*,16%,1%,?,22%
CCOC(=O)c1ccc(NC(=O)CCc2nc(-c3cccc(C)c3)no2)cc1,.,-3%,8.9µM*,2%,7%,?
Cc1nn(-c2ncc(C(F)(F)F)cc2Cl)c(=O)n1-c1cccc(F)c1,-22%,8%,4%,6%,4%,?
O=C(c1cccc(Cl)c1)N1CCN(CCCc2ccccc2)CC1,-5%,5%,-2%,-3%,23%,.
COc1ccc2c(c1)O[C@H](c1ccc3c(c1)OCO3)[C@@H](O)C2=O,?,-19%,5%[8.37 µM],0%,-2%,-8%
O=S(=O)(/N=C(/Nc1cc(N2CCOCC2)ncn1)c1ccccc1)c1ccccc1,.,1%,16%,1%,17%,2%
CC(C)c1c(C(=O)N/N=C/c2ccc(Cl)cc2Cl)nnn1-c1nonc1N,?,-2%,?,-13%,1%,?
O=C(COc1coc(CN2CCc3ccccc32)cc1=O)NCCc1ccccc1,?,-17%,17%,.,-14%,?
Cc1cc(C)nc(S/C=C/C(=O)c2ccccc2F)n1,84%[activator],0.56µM*,?,-1%,-3%,134%[activator]
CC(C)(C)C1CCC2(CC1)NC(CO)(CO)CO2 (centres undefined),?,13%,0%,3%,-1%,18%

Only Tb PYK inh and Pf growth 96h, for four of the compounds above:
compound	Tb PYK inh	Pf growth 96h
CN1CCN(CCCCOc2ccccc2-c2ccccc2)CC1	-11%	6%
c1ccc(-c2nc(NCC3CCCO3)c3ccccc3n2)nc1 (centres undefined)	.	-3%
CCc1ccc(NC(=O)CN(c2ccc(OC)cc2)S(=O)(=O)c2c(C)[nH]c(=O)[nH]c2=O)cc1	1%&11%	22%
Cc1ccc(NC(=O)CCc2nc(-c3cccs3)no2)c(Br)c1	-5%	-1%

(next part)
Molecule,Pf growth 96h,Sm TGR block,HCV inh,LmPK inh,Tb PYK inh,Pf growth 48h
CC1=C(C(=O)Nc2ccc(CC(=O)NCc3ccccc3C)cc2)SCCO1,?,3%,-13%,-4%,5%,46%[activator]
CN(C)c1nc(Oc2ccc(/C=N/O)cc2)nc(N(C)C)n1,-18%,1%,-24%,3%,-4%,11%
CC(=O)c1ccc(NC(=O)CCCC(=O)c2ccccc2)cc1,5%,6%,13%,4%,-3%,-17%
CCOC(=O)C1=C(COC(=O)CCNS(=O)(=O)c2ccc(NC(C)=O)cc2)NC(=O)NC1C (centres undefined),35%[activator],-18%,8%,.,3%,-21%
CCOC(=O)c1ccc(NC(=S)N2CCC(C(N)=O)CC2)cc1,-17%,-6%,3%,0%,-7%,28%
CC1CCCCC1NC(=O)C1CCC(CNS(=O)(=O)c2ccccc2)CC1 (centres undefined),?,5%,3%,0%,3%,-22%
Cc1nnc(NC(=O)c2ccc3c(c2)NC(=O)CS3)s1,-3%,-10%,2%,.,4%,-3%
CC1CC2(O)c3no[n+]([O-])c3CCC2N1O (centres undefined),10µM*,-16%,9%,-12%,-1%,13%
COc1ccc(-c2cc(C(=O)N3CCN(Cc4ccc5c(c4)OCO5)CC3)on2)cc1OC,?,-9%,-13%,-8%,-13%,-18%
O=[N+]([O-])c1sccc1CS(=O)(=O)c1ccccc1,7%,-29%,26%,-1%,-5%,4%
Cc1nc2c(s1)sc1ccccc12,-3%,-1%,-5%,-11%,2%,49%[activator]
CCCCOc1ccc(C2CCC(C(C)=O)C(C)C2)cc1 (centres undefined),212%[activator],2%,1%,-1%,1%,-13%
Cc1ccc2nc(N3CCN(C(=O)c4cccs4)CC3)c(C#N)cc2c1,0%,13%,?,1%,0%,-13%
COc1cccc(NC(=O)Cn2nnc(C(=O)NCCc3ccccc3)c2N)c1,?,-6%&7%,-1%,-1%,4%&-3%,?

From PubChem BioAssay
